Pf apPOL block – Pf-apPOL DNA polymerase inhibition. Recombinant Pf-apPOL, molecular beacon fluorescence, 1.5 h. inhibition, % at 10 µM. 210,000 compounds, 0.25% hits
mHTT-CaM PPI inh – disrupts binding of mutant huntingtin to calmodulin; AlphaScreen His-mHTT/GST-CaM binding, luminescence; inhibition, % at 15 µM; 190,000 compounds, 3.6% hits;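 note: 0% = both proteins with DMSO and 100% = one protein alone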
Starred values were filed as active, the others as inactive; i = inactive; . = no result given; & = joins results of further samples. Cut-off read from the data, not from the text of the source: active = inhibition above about 50%; inactive = the rest. Not all compounds are listed; rates above refer to the full screens.

structure	mHTT-CaM PPI inh	Pf apPOL block
C/C(=N\NC(=O)c1ccco1)c1ccco1	i	.
CCc1noc(C2(NC(=O)c3ccc(C#N)cc3)CCCCC2)n1	-4.6	0.2
COc1ccc(S(=O)(=O)n2ccc(-c3ccc4c(c3)CCC(C)(C)O4)n2)cc1	.	-1.8
O=C(c1ccsc1)N1CC2CC1CC2NS(=O)(=O)c1ccccc1 (centres undefined)	-2.1	-1.6
CC(C)(C)Oc1ccc(C(=O)N(Cc2ccc(F)cc2)C2CCOC(C)(C)C2)cc1 (centres undefined)	56.0*	0.8
Cc1nc(C(Cl)(Cl)Cl)[nH]c(=O)c1SCCO	7.7	-1.5
CCOCc1cn(CC(=O)c2ccc(OC)cc2)c(C)nc1=N	-1.0	-0.2
COc1ccc2cc3cc(C(=O)N(C)c4cc(C)ccc4C)oc3nc2c1	24.0	-3.0
COc1cccc(NC(=O)N2CCCC2C(=O)NCc2csc(-c3cccs3)n2)c1 (centres undefined)	-0.3	-5.5
COc1ccc(C=C2Oc3cc(OCC(=O)O)ccc3C2=O)c(OC)c1OC	-3.0	-4.5
O=c1[nH]c(-c2ccc(Br)cc2)cn1-c1cccc(Cl)c1	16.0	-6.8
C(=N\Nc1nn[nH]n1)/c1c2ccccc2cc2ccccc12	i	.
Cc1ccc(S(=O)(=O)N(C)CC(=O)Nc2ccc(F)cc2F)cc1	-4.3	1.0
Cc1c(N=Cc2cc([N+](=O)[O-])ccc2N(C)C2CCCCC2)c(=O)n(-c2ccccc2)n1C	0.0	1.9
C=C(C)C[C@@H]1Cc2c(Br)cccc2[C@@H](CC(=C)C)N1	-49.8	.
CCC(=O)Nc1cccc(NC(=O)c2ccccc2Br)c1	-6.0	4.5
O=C(Cc1cc(-c2cc3ccccc3o2)on1)NCCc1c[nH]c2ccccc12	-2.9	3.1
COC(=O)c1ccc(C(=O)Nc2cccc3c(OC)cccc23)cc1	12.7	2.4
CC(=O)N1c2c(C)cccc2C(C)CC12CCCCCC2 (centres undefined)	-31.0	-2.5
O=[N+]([O-])c1ccc(OCC(O)CNCC2OCCc3ccccc32)cc1 (centres undefined)	1.0	-2.7
COc1ccc(/C=C2\Cc3ccccc3C2=O)cc1Br	-1.0	-2.3
COc1ccc(-c2nc3s/c(=C\c4ccco4)c(=O)n3n2)cc1	3.0	-1.4
Cc1cc(C)n(CCOc2nonc2NCn2nc(C)cc2C)n1	0.0	-1.5
Cc1cccc2nnc(N3CCCC(C(=O)NCc4ccncc4)C3)n12 (centres undefined)	5.2	-4.3
O=Cc1ccc(S(=O)(=O)c2ccc(Cl)cc2)cc1	2.3	-1.6
CC(C)NC(=O)C(=O)Nc1ccccc1	0.7	12.3
Cc1csc(C(=O)NC2CNC(=O)C2)c1 (centres undefined)	-13.9	-1.4
COc1cccc(NC(=O)c2cc3cc4ccc(C)cc4nc3s2)c1	-4.0	-1.1
CSc1c(CC(=O)Nc2ccc(C)cc2)n(C)c2ccccc12	4.0	-7.6
CC1=NNC(=O)C1C(c1ccc(C)cc1)C(C#N)C#N (centres undefined)	1.0	-0.8
COc1ccc(OC)c2c(N3CCN(C)CC3)cc(C(F)(F)F)nc12	4.0	-10.6
CC(C(=O)NC(N)=Nc1nc2ccccc2s1)N1C(=O)c2ccccc2C1=O (centres undefined)	6.0	-1.3
COc1ccc(Br)cc1S(=O)(=O)n1ccnc1C(C)C	-5.0	-4.0
CC(C)C(=O)N1CCN(c2nc3c(s2)CC(C(=O)Nc2ccccc2)CC3)CC1 (centres undefined)	4.8	-2.6
Cc1cc(=O)n2[nH]cc(C#N)c2n1	.	-0.3
COc1cccc(CN2CCC(c3nc(C4CC4)n[nH]3)CC2)c1	-1.9	-7.9
CC(C)(C)C1(C)OC2COCCOCCOCCOCC2O1 (centres undefined)	13.0	-2.6
O=C(CCS(=O)(=O)c1ccc(Br)cc1)Nc1ccc(Cl)c(C(F)(F)F)c1	-5.0	-3.1
Cc1c(NC(=O)c2cc(-c3ccc(Cl)c(Cl)c3)on2)c(=O)n(-c2ccccc2)n1C	-3.0	-0.3
CCOc1cc(C(=O)N2CCOCC2)cc(OCC)c1OCC	2.6	0.7
CN(CC1(C)CCOCC1)S(=O)(=O)c1cccc(C(F)(F)F)c1	-4.1	-0.5
COc1ccc(OC)c(NC(=O)c2sc3nc(C)nc(N4CCCCC4C)c3c2C)c1 (centres undefined)	2.0	-2.7
CCSc1nnc(NC(=O)CSc2nnc(CNC(=O)c3ccco3)o2)s1	-9.2	4.8
O=C(NCCc1ccc(Cl)cc1)C1CCC(Cn2c(=O)[nH]c3ccsc3c2=O)CC1 (centres undefined)	7.0	-3.2
COc1ccc(C2=NC3(CCN(C(C)=O)CC3)NC(c3ccccc3O)C2)cc1 (centres undefined)	44.2	-3.1
CC(C)CN(C(=O)c1ccc(Br)o1)C1CCS(=O)(=O)C1 (centres undefined)	-4.8	-5.7
Nc1n[nH]c2c1CSc1ccc(Cl)cc1-2	.	2.8
Cn1nnc2cc(CNC(=O)c3ccc(F)cc3)ccc21	-8.9	-2.6
O=C(CCCS(=O)(=O)c1ccc(Cl)cc1)Nc1ccc2c(c1)C(=O)NC2=O	14.9	-7.1
CCOC(=O)N1CCc2c(sc(N)c2C(N)=O)C1	16.4	-0.1
CCCOC(=O)CCCN1C(=O)C(=Cc2ccc3c(c2)OCO3)SC1=S	19.3	-7.8
COc1ccccc1CNC(=O)c1ccc2c(c1)NC(=O)C(N1CCCCC1)S2 (centres undefined)	25.0	-15.5
O=C1CCN(Cc2ccccc2)CCN1[C@H](CSc1ccccc1)Cc1ccccc1	37.7	-2.7
O=C(c1ccc(C(F)(F)F)cc1)N1CCN(c2nc(CN3CCCC3)cs2)CC1	1.3	-3.9
O=C1CSC(c2ccccc2F)N1CCN1CCCCC1 (centres undefined)	-3.0	0.6
COc1ccc(NCc2ccc([N+](=O)[O-])s2)c(OC)c1	66.9*	21.8
COc1cc(/C=C2\C(C)=C(C#N)c3nc(N)c(C#N)c(C)c32)ccc1O	60.0*	-1.5
Cc1ccc(CCNC(=O)c2ccc3c(c2)N(C)C2CCCCN2C3=O)cc1 (centres undefined)	-13.8	-9.6
COc1ccc(-c2ncnn2-c2cccc(Cl)c2C)cc1OC	4.0	-2.2
Clc1ccc(-c2cc(-c3ccccc3)nc(N3CCNCC3)n2)cc1	26.9	-0.3

Next section
structure	mHTT-CaM PPI inh	Pf apPOL block
N#CC1=C(N)OC2=C(C(=O)CC(c3ccccc3)C2)C1c1ccccc1Cl (centres undefined)	22.6	0.0
CCOC(=O)CC1(NC(=O)N2CCn3cccc3C2Cc2ccccc2)CCCCC1 (centres undefined)	46.3	-9.7
COc1cccc2cc(C(=O)NCC3(c4ccc(F)cc4)CC3)oc12	-28.0	-2.1
CC(c1ccccc1)N1CCCN(c2ccc(NC(=O)C3CCCC3)cc2)C1=O (centres undefined)	3.6	-7.1
CCc1ccc(C2C(C#N)=C(N)N(c3c(F)cccc3F)C3=C2C(=O)CCC3)s1 (centres undefined)	16.0	-1.6
CC1=C(n2nnc([N+](=O)[O-])n2)C(c2cccnc2)C(C#N)=C(N)O1 (centres undefined)	2.0	0.6
CCC(Sc1nc2n[nH]c(C)c2c(=N)n1-c1cccc(Cl)c1C)C(=O)NCCOC (centres undefined)	27.0	0.7
O=C(NC1CCCCCC1)C1CCN(c2nc3ccccc3o2)CC1	-5.0	-11.2
O=C(NCCc1c[nH]c2ccccc12)c1ccc(Cl)c(N2C(=O)CCS2(=O)=O)c1	9.3	-2.5
COc1cc(C(=O)NCCOc2ccccc2Cl)cc(OC)c1OC	6.0	-5.6
CC(=O)c1ccc(NC(=O)Cn2c(-c3cncs3)nc3ccccc32)cc1	3.0&1.2	-1.0&13.8
Cc1ccccc1N1OC2C(=O)N(c3ccc(F)cc3)C(=O)C2C1c1ccncc1 (centres undefined)	2.5	0.3
O=C(NCc1ccc(C(F)(F)F)cc1)c1cn2c(n1)COCC2	4.2	4.5
O=C(NCc1ccccc1)c1cc(N2C(=O)C=CC2=O)ccc1Cl	31.0	-1.9
CC(=O)NC1=NC(=O)/C(=C/c2cc([N+](=O)[O-])c(N3CCOCC3)cc2N2CCOCC2)S1	14.0	8.1
CCOc1ccc(C(=O)C[n+]2ccc(C(=O)NCc3ccccc3)cc2)cc1	-1.0	4.5
COc1ccc(NC(=O)C(Cc2ccc([N+](=O)[O-])cc2)N2C(=O)c3ccccc3C2=O)cc1 (centres undefined)	1.3	-7.5
CCN(Cc1ccccc1)S(=O)(=O)c1ccc2nc(-c3ccccc3)[nH]c2c1	18.0	3.2
CCCS(=O)(=O)N1CCc2ccc(NC(=O)Nc3cc(Cl)ccc3OC)cc2C1	-3.0	-1.5
O=[N+]([O-])c1ccc2c(c1)C=C1CCCCC1(N1CCCC1)O2 (centres undefined)	4.0	-3.2
Cc1cccc(NC(=O)c2ccc(NCc3ccc4c(c3)OCO4)c([N+](=O)[O-])c2)c1	12.0	-0.4
CCC(=O)N1CCN(c2nc3c(s2)CC(C(=O)NCc2ccccc2C)CC3)CC1 (centres undefined)	23.0	-0.9
Cc1ccc(Cn2ccc(NC(=O)C3C4CCC(C4)C3C(=O)O)n2)cc1 (centres undefined)	2.0	-3.1
CCOc1ccc(C(=O)Nc2cc(Cl)ccc2OC)cc1Cl	-3.7	1.6
CC(C)N(CC(O)COC12CC3CC(CC(C3)C1)C2)C(C)C (centres undefined)	-5.8	-5.1
CCN(CC)CCN(C)Cc1ccc([N+](=O)[O-])cc1	-0.4	2.2
CCCN(CCC)C(=O)CSc1nc2ccsc2c(=O)n1Cc1ccc2c(c1)OCO2	6.0	-2.0
COc1ccc(Cl)cc1NC(=O)c1cc(S(=O)(=O)N2CCc3ccccc32)ccc1F	-8.0	28.0
O=C(Nc1ccc2c(c1)N(C(=O)C1CC1)CC2)c1ccc(F)cc1Cl	20.5	-0.8
O=C(O)C1C2CCC(O2)C1C(=O)Nc1cnn(Cc2ccccc2)c1 (centres undefined)	-1.0	12.2

Reprinted at random: 3 entries already listed.
structure	mHTT-CaM PPI inh	Pf apPOL block
CCOc1ccc(C(=O)C[n+]2ccc(C(=O)NCc3ccccc3)cc2)cc1	-1.0	4.5
N#CC1=C(N)OC2=C(C(=O)CC(c3ccccc3)C2)C1c1ccccc1Cl (centres undefined)	22.6	0.0
Cc1ccccc1N1OC2C(=O)N(c3ccc(F)cc3)C(=O)C2C1c1ccncc1 (centres undefined)	2.5	0.3

Remaining list, next part:
structure	mHTT-CaM PPI inh	Pf apPOL block
Cc1cccc(NC(=O)C2CC(=O)N(CCc3c[nH]c4ccc(F)cc34)C2)c1 (centres undefined)	34.1	-5.7
CC1CCN(Cc2csc(N3CCN(C(=O)c4cccc(Cl)c4)CC3)n2)CC1	5.2	-4.2
COc1ccc(C(=O)N2CCC(C(=O)Nc3ccc(C)cc3)CC2)cc1	4.5	-1.1
Cc1cc2n(n1)CCC(=O)N2CCCC(=O)NCc1ccc(C)o1	6.5	-3.4
CC(C)Oc1ccc(CNCC2(O)CCOC(C)(C)C2)cc1 (centres undefined)	-6.0	-1.9
COc1cccc2c1OC(C)(C)N1N=C(c3cccs3)CC21 (centres undefined)	61.0*	-25.6
COc1cc(C2C(C#N)=C(N)Oc3n[nH]c(C)c32)cc(OC)c1OC (centres undefined)	-5.0	-10.8
CCn1cnc2ccc(C(=O)NC3CCCC3)cc2c1=O	0.3	-5.0
Cn1nc(C(=O)NCc2ccc(F)cc2)c2c1CCN(C(=O)c1cccc(F)c1)C2	-3.1	-7.7
CCOc1ccc2cc(C3CC(c4ccc(C)cc4)=NN3C(C)=O)c(Cl)nc2c1 (centres undefined)	3.0	-2.7
CC(C)NC(=O)C1CN(C(=O)c2cccc(Cl)c2)CC1c1cccc(F)c1 (centres undefined)	-0.1	0.4
COc1ccc(NC(=O)c2sc3cccc(Cl)c3c2Cl)c(OC)c1	-0.6	-2.8
CCC(=O)Nc1ccc(C(=O)Nc2ccc(OC)cc2[N+](=O)[O-])cc1	-0.1	1.5
O=C(NCc1ccco1)C1CCc2sc(C(=O)N3CCCC3)cc2C1 (centres undefined)	4.7	-1.8
CC(=O)N1CCC(C(=O)N2CCCCC2c2nncn2CC2CC2)CC1 (centres undefined)	2.2	0.6
Cc1ccc(/C=C2\N=C(c3ccc([N+](=O)[O-])cc3Cl)OC2=O)o1	-2.0	-5.4
COc1ccc(NC(=O)c2ccc(C)o2)c([N+](=O)[O-])c1	5.3	1.4
CCc1ccc(-n2nc3ccc(NC(=O)c4cc(OC)c(OC)c(OC)c4)cc3n2)cc1	-7.0	-1.3
OCc1cn(-c2nc(N3CCOCC3)nc(N3CCOCC3)n2)nn1	0.0	-1.4
CC1CCC2(CC1)NC(=O)N(CC(=O)Nc1ccc(F)c(Cl)c1)C2=O (centres undefined)	3.1	-2.0
CSc1sc(C#N)c(C)c1C(C)=O	.	5.5&-5.9
Cc1ccccc1CNc1nnc(-c2nc(C3CC3)no2)c2ccccc12	10.3	0.0
O=C1CCCC2=C1C(c1ccncc1)n1nc(SCc3ccccc3F)nc1N2 (centres undefined)	4.0	-3.2
O=C(NCc1ccc2c(c1)OCO2)C1CC(=O)N(C2CCCCCCC2)C1 (centres undefined)	5.9	-2.6
CCc1cc(N2CCCC2)n2ncnc2n1	-11.5	-2.7
COc1ccc(-c2csc3ncnc(Cl)c23)cc1	-12.0	0.8
CCN1C(=O)COc2ccc(-c3noc(-c4ccc(F)cc4)n3)cc21	0.4	0.6
Nc1nonc1-c1nc2ccccc2n1CC(=O)Nc1ccc(OC(F)(F)Cl)cc1	19.0	-6.3
